Screening results as filed in PubChem BioAssay.
ABHD5 PLIN5 PPI – inhibitors of human ABHD5-perilipin-5 interaction; Q00G26+Q8WTS1; Split G. princeps luciferase complementation, luminescence, 4 h; inhibition, % at 4 µM; actives 0.78% (n = 360,000); AID 602281;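 active = inhibition above the mean inhibition across every tested compound plus 3 SD, cut at about 22% in these data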;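 note: 0% = DMSO only wells and the 100% control is not disclosed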
NOD2 RIPK2 PPI – NOD2-RIPK2 protein interaction inhibition; AID 624267; actives 0.38% (n = 360,000); O43353; inhibition, % at 4.98 µM; CHO BLA complementation NOD2-RIPK2, CCF4 ratio; in the data active = inhibition above about 21%;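 note: 0% = vehicle only and 100% = reference blocker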
TWEAK Fn14 block – blocks TWEAK-Fn14 interaction in a reporter cell assay; TWEAK-stimulated Fn14 reporter cells, luciferase luminescence, 8 h; actives 2% (n = 360,000); inhibition, % at 10 µM; in the data active = inhibition above about 50%
TROY signal inh – inhibitors of TROY-dependent NF-kB signaling | Q293 LMP1-TROYcd NF-kB luciferase reporter, 4 h | inhibition, % at 10 µM | actives 0.98% (n = 360,000);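 active = compounds whose plate-normalised and pattern-corrected inhibition of the luciferase reporter signal at the single screening dose is 50% or more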
SRC1 inh – inhibits human SRC1 coactivator; AID 588354; inhibition, % at 3.6 µM; HEK293 GAL4-SRC1 luciferase reporter, luminescence; actives 0.12% (n = 360,000);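 active = inhibition above the campaign mean plus 3 SD, with each screening campaign given its own cutoff, cut at about 60% in these data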;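 note: 0% = DMSO treated cells and 100% = gossypol at 36 µM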
NR5A2 inv ag – NR5A2 inverse agonism in reporter assay. inhibition, % at 3.6 µM. O00482. actives 0.13% (n = 360,000). AID 602396. HEK293T StAR-luciferase reporter, LRH-1 transfected, 24 h;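 active = inhibition above the mean inhibition of all tested compounds plus 3 SD, cut at about 73% in these data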;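 note: 0% = DMSO wells and 100% = reporter-only cells lacking LRH-1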
Exocytosis inh – blocks lytic granule exocytosis; TALL-104 LAMP-1 surface exposure, flow cytometry; cells stimulated with thapsigargin and PMA; inhibition, % at 10 µM; actives 0.66% (n = 360,000); AID 651702;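 active = inhibition above about 55%, limit read from the data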
COUP-TFII inh – inhibitors of human COUP-TFII (NR2F2) | P24468 | HEK293T NGFI-A luciferase reporter, luminescence | inhibition, % at 8.6 µM | actives 0.7% (n = 370,000);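 active = inhibition above a per-plate cutoff, mean inhibition of test wells between control levels plus 3 SD, cut at about 38% in these data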;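 note: cells cotransfected with COUP-TFII expression vector driving the NGFI-A reporter; 0% = median of COUP-TF2 test wells and 100% = reporter-only cells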
TLR9-MyD88 inh – TLR9-MyD88 interaction inhibition; CHO BLA complementation TLR9-MyD88, CCF4 FRET ratio; inhibition, % at 4.98 µM; actives 0.21% (n = 340,000);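 active = inhibition above the mean over all tested compounds plus 3 SD, cut at about 21% in these data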;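 note: 0% = DMSO only wells and 100% = clavulanate BLA inhibitor control wells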
NCOA3 inh – human NCOA3 inhibition; inhibition, % at 3.6 µM; Q9Y6Q9; AID 588352; actives 0.17% (n = 360,000); HEK293 GAL4-SRC3 luciferase reporter, luminescence;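 active = inhibition above a per-campaign cutoff, the mean of all compounds plus 3 SD, cut at about 60% in these data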;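 note: 0% = DMSO-treated cells and 100% = gossypol-treated cells at 36 µM; higher means less SRC3-driven luciferase light from the GAL4 reporter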
NCOA2 inhibitor – human SRC2 (NCOA2) inhibition | HEK293 GAL4-SRC2 luciferase reporter, luminescence | actives 0.17% (n = 370,000) | inhibition, % at 9 µM;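 active = inhibition above the mean inhibition of all tested compounds plus 3 SD, set per campaign, cut at about 52% in these data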;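 note: 0% = DMSO treated cells and 100% = cells given Gossypol at 36 µM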
* = called active by the depositor; . = no result given. Only part of the results is shown. The share of hits here may be higher or lower than overall.

SMILES	ABHD5 PLIN5 PPI	NOD2 RIPK2 PPI	TWEAK Fn14 block	TROY signal inh	SRC1 inh	NR5A2 inv ag	Exocytosis inh	COUP-TFII inh	TLR9-MyD88 inh	NCOA3 inh	NCOA2 inhibitor
NS(=O)(=O)c1ccc(NC(=O)CN2C(=O)c3ccccc3C2=O)cc1	5	2	-1	-1	-12	7	-9	-1	0	10	-5
O=[N+]([O-])c1ccc2c(c1)C(O)n1nc(-c3ccc(Cl)cc3Cl)nc1S2 (stereo unspecified)	8	-6	-7	-36	10	-2	-5	3	3	12	14
CC(=O)NCC(=O)N(Cc1ccco1)C1(C(=O)NC2CCCC2)CCCCC1	-3	-3	-6	14	-1	7	4	-8	-6	4	7
COc1ccc(NC(=O)CC2C(=O)N(C)C(=S)N2CCc2ccccc2)cc1 (stereo unspecified)	3	-3	-14	7	-8	7	0	-3	1	11	-10
CCc1ccc(OC(=O)Nc2ccccc2)cc1	5	6	-16	-37	-100	-91	-9	-47	1	-87	-65
COc1ccc(CN(Cc2cc3ccc(C)cc3[nH]c2=O)Cc2nnnn2C2CCCC2)cc1	-3	-17	24	-7	1	-5	-3	1	-5	7	-9
COc1ccccc1CN(C)C(=O)c1ccc(COc2ccccc2)cc1	2	0	-11	-35	-31	1	29	1	-16	0	5
COc1ccc([C@H]2C[C@H](O)[C@@H](n3cc(-c4ccc(F)cc4)nn3)CN2C(=O)c2cccs2)cc1	2	11	-8	-4	-15	15	-1	23	-1	-10	-4
CCN(CC(=O)Nc1c(F)cccc1F)C(=O)c1ccc(N2CCCC2=O)cc1	-2	5	-4	-22	-18	-13	12	-5	-1	-14	12
Cc1ccccc1NC(=O)c1c(C)nc(SCC(=O)OCc2ccccc2)c(C#N)c1-c1ccc(F)cc1	0	-8	4	16	-25	0	2	6	2	16	-1
CCCCn1c(SCC(=O)N2CCC(C)CC2)nc2cc(S(N)(=O)=O)ccc21	0	0	-5	-7	15	-13	0	.	5	-9	.
COc1ccc(CCn2c(N)cc(=O)[nH]c2=O)cc1OC	10	-4	12	-4	18	11	-10	10	7	6	-6
CCCN(CC(=O)Nc1ccccc1C)C(=O)c1ccc(COc2ccccc2)cc1	-7	-13	-10	-1	6	-28	3	10	-15	5	-12
CN(C)S(=O)(=O)c1cccc(NC(=S)N2CCCCC2CO)c1 (stereo unspecified)	-4	-7	11	-2	-8	1	-6	-12	0	-5	-7
Cc1nc(SCC(=O)NC(=O)NCc2ccccc2)nc(C)c1C	-7	3	-3	-2	8	-5	-4	0	-9	25	-15
COc1ccc(C2CC=C(C(C)=O)CN2S(=O)(=O)c2ccccc2)cc1 (stereo unspecified)	12	-3	-13	-7	-4	3	13	1	.	3	-10
CCC(=O)NC(NC(=S)Nc1c(C)n(C)n(-c2ccccc2)c1=O)C(Cl)(Cl)Cl (stereo unspecified)	-6	-1	22	-3	0	-11	12	13	1	-7	-14
CC(=O)N1CCCC(C)(C(=O)Nc2cccc(OC(C)C)c2)C1 (stereo unspecified)	-2	3	-2	4	2	16	-3	-1	.	-10	-54
Cc1cnccc1CN(C)C(=O)C1CCC(=O)N(Cc2ccccc2F)C1 (stereo unspecified)	4	-4	6	-22	10	2	-4	14	3	-8	-54
CCOC(=O)/C(=C/c1ccc(OC(=O)c2ccccc2)cc1)C(C)=O	5	-13	-75	-2	-17	-7	27	-12	3	-20	3
O=[N+]([O-])c1cccc(CSc2nnc3ccccn23)c1	-3	0	19	8	1	3	-4	-4	-7	12	1
COCCn1c(N)c(N(Cc2ccccc2)C(=O)c2cc3ccccc3o2)c(=O)[nH]c1=O	0	-16	-7	-3	-12	-13	2	2	-2	18	18
CCOC(=O)C1CCN(C2=NC(=O)/C(=C/c3ccc(O)cc3)S2)CC1	-10	-1	-9	-13	-10	-10	4	3	7	-4	3
COc1ccc(/C=C2/SC(=O)N(CC(O)Cn3c4ccccc4c4ccccc43)C2=O)cc1 (stereo unspecified)	5	1	10	8	-6	-10	-2	19	-2	12	23
COc1ccnc(Oc2ccc(F)cc2)c1C(=O)N/C=N/OCc1ccccc1	-8	3	-18	-5	1	14	-1	-2	-5	7	-2
COc1ccc(CCNC(=O)CNC(=O)N2CC(=O)Nc3ccccc32)cc1OC	2	-10	-4	-14	-14	5	6	20	-1	14	-21
COc1ccc(S(=O)(=O)N2CCN(C(=O)c3ccc(=O)[nH]n3)CC2)cc1OC	0	1	-1	-13	-18	7	5	2	8	9	-35
Cc1cc(C)c(Cn2c(=O)[nH][nH]c2=O)cc1Cn1c(=O)[nH][nH]c1=O	-2	1	-9	11	-5	23	3	-9	-2	-27	-6
O=C(O)c1ccc(CNCc2ccccc2F)cc1	1	0	-11	15	-6	-11	2	2	-2	10	-36
COCCNC(=O)Cn1nc(-c2ccccc2F)ccc1=O	-8	-5	51*	6	-21	-24	-8	20	-12	-16	-1
O=C(CNCCCO)Nc1cc(C(F)(F)F)cc(NC(=O)CNCCCO)c1Cl	-3	6	19	16	8	-10	-4	-11	9	-1	1
Cc1cccc(N(CC(=O)NC(C)(C)C)C(=O)CS(=O)CC(=O)Nc2ccc(F)cc2)c1 (stereo unspecified)	1	-10	15	9	10	-15	-1	15	-2	25	-15
CCOc1ccccc1NC(=O)CCCCCN1C(=O)[C@@H]2Cc3ccccc3CN2C1=O	-8	-14	15	8	-10	-3	1	7	3	-6	-19
CN(c1ccccc1)S(=O)(=O)c1cccc(NC(=O)C2=NN(c3ccccc3)C(=O)CC2)c1	-3	0	28	34	7	26	1	17	0	-4	-1
CC(C)N(Cc1ccccc1)C(=O)COC(=O)/C=C/c1cnc2ccccc2n1	5	-6	18	-11	4	19	6	5	4	13	23
CCOC(=O)c1cnc2c(C#N)c(C)nn2c1-c1ccccc1	7	-9	8	-3	-6	10	-4	-7	7	-15	18
O=C(NCc1ccco1)Nc1ccc([N+](=O)[O-])cc1	3	-8	-24	4	-9	-11	1	-7	5	-9	-15
COc1ccc(S(=O)(=O)N2CCC(C(=O)NCc3ccccn3)CC2)cc1C	5	-8	4	3	-3	-4	4	0	7	9	3
CC(C)(C)OC(=O)N/N=C\c1cccnc1	0	9	18	-29	-46	-44	-1	0	3	-47	-69
C=CCN1C(=S)CC(c2ccccc2)=Nc2ccccc21	3	6	9	8	0	16	-10	10	-1	-15	16
Cc1onc(-c2ccccc2)c1-c1csc(COc2ccccc2)n1	0	-5	-15	5	7	27	5	10	3	3	31
COc1ccc(N2CCN(C(=O)C3CCN(S(=O)(=O)c4ccccc4)CC3)CC2)cc1	1	-16	10	9	-6	-4	0	-19	0	-4	-7
Cn1c(=O)[nH]c(=O)c2c1nc(CN1CCOCC1)n2Cc1ccccc1	2	-7	-10	11	-4	3	-1	-1	-9	6	-2
CCCCN1C(=O)/C(=C2/Sc3ccc(OC)cc3N2CC)SC1=S	6	-4	18	-7	2	14	1	.	2	5	.
O=C(Cc1ccc(F)cc1)N1CCN(c2ccc(F)cc2)CC1	1	-7	-2	5	3	11	7	-9	-8	11	-9
O=C(Cn1cnc2c(OCc3ccccc3)ncnc21)N1CCN(c2ccccn2)CC1	13	-4	-3	-5	-1	-3	-1	-7	7	8	-27
O=C(Nc1ccc(Cl)cc1)C1CCCN(S(=O)(=O)c2cnc[nH]2)C1 (stereo unspecified)	-4	-3	0	-10	-3	-1	-13	8	-10	15	25
O=C(CCN1C(=O)/C(=C/c2ccccc2F)SC1=S)Nc1ccccn1	2	1	10	-28	3	-5	4	2	10	10	-7
COc1c(F)c(F)c(C(=O)Nc2cccc(Cl)c2N2CCOCC2)c(F)c1F	-3	-7	35	5	-20	3	1	18	-8	-4	13
CCOc1ccc(CNC(=O)C2Cc3cc(S(=O)(=O)N4CCCC4)ccc3N2C(C)=O)cc1 (stereo unspecified)	16	3	-21	2	20	-15	11	2	-4	42	6
N#C/C(=C\c1cccnc1)c1nc2c(s1)CCCC2	1	0	-25	-58	-100	-76	-4	-32	-2	-75	-41
OC(COc1ccc(Cl)cc1Cl)Cn1ccnc1 (stereo unspecified)	-1	2	-18	-7	-25	-2	1	-14	-11	-4	7
CCCn1c(NCc2ccccn2)nc2ccccc21	-5	-6	-12	-23	-13	-8	0	-27	-5	-12	-5
COc1cc(NC(=O)c2cccc(C)c2)c(OC)cc1NC(=O)CN1CCOCC1	-1	4	8	16	7	-10	6	14	-10	16	6
COCCNC(=O)c1onc(CCl)c1C(=O)OC	-1	-2	-12	-17	-9	-8	-2	-12	-7	0	-12
O=C(COc1ccccc1)NN1C(=O)CSC1=S	-9	1	-4	5	-8	5	-10	-1	-2	-3	-8
Clc1cccc(Cl)c1CSc1nnc(CN2CCOCC2)n1-c1ccccc1	-3	-4	-7	3	8	3	3	13	8	14	14
Cc1ccc(-c2nn(CC(=O)NN3CCOCC3)c(=O)c3ccccc23)cc1	2	-4	-7	-12	3	11	-2	10	.	11	7
CN1CCN(CC(O)COc2ccccc2)CC1 (stereo unspecified)	6	5	-3	14	-2	-12	-7	-35	-9	3	-78
COC(=O)C1=C(C(=O)c2ccccc2)C(c2ccc(OC)c(OC)c2)Nc2nnnn21 (stereo unspecified)	4	-14	-9	-11	-3	-1	-1	-24	1	11	6

Next compounds
SMILES	ABHD5 PLIN5 PPI	NOD2 RIPK2 PPI	TWEAK Fn14 block	TROY signal inh	SRC1 inh	NR5A2 inv ag	Exocytosis inh	COUP-TFII inh	TLR9-MyD88 inh	NCOA3 inh	NCOA2 inhibitor
O=C(COC(=O)c1ccccc1Br)Nc1cccnc1Cl	9	-11	-53	-16	8	-33	2	0	-10	-3	-25
CC(=O)c1cnc(Nc2cccc(C)c2)s1	-1	-7	-3	-35	-37	-90	-2	-11	7	-66	-43
C/C(=N\Nc1ccccn1)c1ccc(Br)s1	1	-3	5	-19	-10	-27	-29	-18	.	-8	-16
COc1ccc(-c2cc(C(=O)Nc3ccc(F)cc3F)no2)cc1	6	-3	-5	-12	-10	-21	-1	-1	-6	1	23
Cc1ccc(NC(=O)c2ccco2)c(NC(=O)Cc2cccs2)c1	-2	8	0	23	-9	-4	-2	6	-2	14	-18
CC(C)n1cc(CN2CCCC(CNS(=O)(=O)c3cccc4cccnc34)C2)cn1 (stereo unspecified)	-5	-4	4	12	-15	17	-3	0	1	5	-13
NS(=O)(=O)c1cccc(NC(=O)c2cccc(S(=O)(=O)N3CCCCCC3)c2)c1	2	2	-13	3	-1	-10	0	3	4	11	-1
N#CC(C#N)=Cc1ccc(NC(=O)c2ccc(Br)cc2)cc1	0	-6	-2	-49	-80	-77	-4	-26	5	-46	-22
CC(C)c1ccc(S(=O)(=O)N2CCN(C(=O)c3cccc(F)c3)CC2)cc1	-12	-1	-1	3	-9	4	2	27	-10	22	6
Clc1ccc(OCCSc2ncccn2)cc1	-9	-5	0	-39	-75	-101	-4	-62	-4	-77	-45
